FEN1 inhibitor: human FEN1 inhibition; P39748; Recombinant FEN1 flap cleavage, fluorescence, 15 min; Potency, µM (doses to about 114 µM), without a hit: at the highest dose activity change, negative = inhibition, hits mostly inhibitors; 0.35% of 390,000 active; AID 588795; note: nearly all actives have a fitted effect of over 65% in size
Target sequence (P39748 whole entry, looked up): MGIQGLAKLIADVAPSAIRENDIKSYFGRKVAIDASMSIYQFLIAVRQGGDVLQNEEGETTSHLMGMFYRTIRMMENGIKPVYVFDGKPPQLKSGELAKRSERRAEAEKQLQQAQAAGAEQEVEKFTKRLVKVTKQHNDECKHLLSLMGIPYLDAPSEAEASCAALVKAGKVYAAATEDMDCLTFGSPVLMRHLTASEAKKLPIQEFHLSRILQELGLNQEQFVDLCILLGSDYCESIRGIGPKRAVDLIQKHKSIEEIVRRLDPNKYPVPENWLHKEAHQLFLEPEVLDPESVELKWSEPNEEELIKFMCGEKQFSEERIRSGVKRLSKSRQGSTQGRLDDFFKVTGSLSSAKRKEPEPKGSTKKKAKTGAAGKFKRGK
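Potency values derive from four-parameter Hill fits of normalized qHTS data. The reaction used 10 nM FEN1 preincubated 15 min at room temperature with compound, then 50 nM DNA substrate, read at 0 and 15 min.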
N370S GC mod: N370S glucocerebrosidase modulation, Gaucher chaperone candidate; AID 2101; N370S GC spleen homogenate, 4MU-glucoside fluorescence; 0.092% of 330,000 active; Potency, µM (series often up to 59.4 µM), inactives show at the highest dose activity change, negative = inhibition, actives largely listed as inhibitors;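 note: 0% = full enzyme activity and -100% = no enzyme basal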
TDP1 cell CPT: DT40-hTDP1 cell growth loss with CPT; Potency, µM (titrated, usually from 46.2 µM), inactives show at the highest dose activity change, negative = growth inhibition, hits mostly inhibitors; 12% of 420,000 active; chicken DT40 Tdp1-/-;hTDP1 cells + 20 nM CPT, ATP luminescence, 48 h; note: nearly all actives have a fitted effect of over 55% in size
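Chicken DT40 Tdp1-/- cells complemented with human TDP1, 400 cells/well, exposed to compounds plus 20 nM camptothecin for at least 48 h at 37 C; viability read as ATP content by CellTiter-Glo luminescence.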
The depositor's hits bear a star; ? = inconclusive; . = not tested or not shown; & = joins results of further samples; [ ] = dose if it differs, or a comment. Calls come from the whole dose curve; as a rule, active = well fitted curve in the direction sought with a large enough effect; inconclusive = small, poorly fitted or top-dose-only effect, or another doubt; inactive = no such curve, though single readings can be large; an effect the other way counts as inactive or inconclusive. Unless noted, % is set by controls: 0 for no effect and ±100 for the full control effect; potency is the fitted concentration of half-maximal effect.

SMILES	FEN1 inhibitor	N370S GC mod	TDP1 cell CPT
CC(N=c1ccccn1C(=O)Nc1ccc(F)cc1)c1ccco1 (stereo unspecified)	-8%	2%	-14%
N#Cc1ccc(OCC(=O)N2CCN(S(=O)(=O)c3cccs3)CC2)cc1	4%	2%	-18%
CCOC(=O)[C@@H]1[C@H]2COc3ccc(Br)cc3[C@H]2N2C(=O)N(c3ccc(F)cc3)C(=O)[C@@]12C	-14%	-17%	-27%
CCN(CC)S(=O)(=O)c1ccc(OC)c(NS(=O)(=O)Cc2ccccc2)c1	2%	0%	-1%
CC1CCN(c2nc3c(c(=O)[nH]c(=O)n3C)n2CCCc2ccccc2)CC1	-6%	15%	16µM*
Cc1sc2ncnc(N)c2c1C	17%	15%	35%[activator]
CN1CCCCc2c1nc1c(c2N)CCCC1	-3%	6%[2.35 µM]	0%
Cn1c(SCC(=O)OC2CCCCC2)nnc1-c1ccco1	-11%	11%	-2%
CC(=O)c1cccc(NC(=O)c2cc(-c3cccs3)on2)c1	-1%	3%	-26%
CC1CN(C(=S)Nc2ccc(Br)cc2Cl)CC(C)O1 (stereo unspecified)	2%	4%	-2%
CCOC(=O)C1=C(C)N(CC(C)C)C(=O)/C1=C\c1ccc(OCC(=O)Nc2ccccc2)cc1	-8%	8%	-9%
CC(=O)N1[C@H](Cc2ccccc2)C=C[C@]1(C)C(=O)NCCN1CCOCC1	-10%	-7%&-15%	-7%
O=C(NCC1CC1)c1cccc2c1C(=O)c1ccc(-c3ccc(OC(F)(F)F)cc3)cc1S2(=O)=O	13%	.	13µM*
C=CCn1c(SCC(=O)Nc2ccc3c(c2)OCO3)nc2ccccc2c1=O	4%	?	-19%
Cc1nc(SCC(=O)NC(=O)NC2CCCCC2)nc(C)c1C	-5%	16%	-14%
CC(=O)c1cc(-c2ccc(F)cc2)n(CCC(=O)Nc2nc3ccc(C)cc3s2)c1C	-7%	.	26µM*
CC(=O)NC(c1ccc(Cl)cc1)c1c(O)ccc2ccc(O)cc12 (stereo unspecified)	-20%	2%	?
CCOC(=O)c1sc(N)c(C#N)c1COC(=O)CNC(=O)c1ccccc1	8%	-9%	-29%
COc1ccc(C2(C)ON(c3ccccc3C(F)(F)F)C2=O)cc1 (stereo unspecified)	3%	.	?
Cc1ccc(S(=O)(=O)N2C[C@@H]3[C@H]4CC[C@H](C4)[C@@H]3[C@@H](C)[C@@H]2c2cccn2Cc2ccccc2)cc1	8%	.	-15%
Cc1ccccc1Cn1ccc(NC(=O)c2cnn3c(C(F)(F)F)cc(-c4ccco4)nc23)n1	8%	?	?
COC(=O)Cc1ccc(NC(=S)NCc2ccccc2)cc1	-1%	-1%	-1%
CCN(CC)S(=O)(=O)c1ccc(N(C)C)c(NC(=O)CSCc2c(C)noc2C)c1	0%	8%	?
COc1nc(-c2ccccc2)ccc1-c1noc(-c2ccccc2)n1	-14%	8%	-2%

A second format for some results above:
SMILES: COc1ccc(C2(C)ON(c3ccccc3C(F)(F)F)C2=O)cc1 (stereo unspecified)
  FEN1 inhibitor: 3%; N370S GC mod: .; TDP1 cell CPT: ?

SMILES: Cc1ccc(S(=O)(=O)N2C[C@@H]3[C@H]4CC[C@H](C4)[C@@H]3[C@@H](C)[C@@H]2c2cccn2Cc2ccccc2)cc1
  FEN1 inhibitor: 8%; N370S GC mod: .; TDP1 cell CPT: -15%

SMILES: Cc1ccccc1Cn1ccc(NC(=O)c2cnn3c(C(F)(F)F)cc(-c4ccco4)nc23)n1
  FEN1 inhibitor: 8%; N370S GC mod: ?; TDP1 cell CPT: ?

SMILES: COC(=O)Cc1ccc(NC(=S)NCc2ccccc2)cc1
  FEN1 inhibitor: -1%; N370S GC mod: -1%; TDP1 cell CPT: -1%

New compounds follow:
SMILES	FEN1 inhibitor	N370S GC mod	TDP1 cell CPT
CON(C)c1nc(NCC(C)C)nc(OCC#N)n1	-6%	7%	-6%
CC(=O)N(C1=C(O)c2ccccc2C(=O)C1=O)C1CCCCC1	-10%	-13%	?
CCn1cc(C2=NOC(C(=O)O)C2)c(C)n1 (stereo unspecified)	0%	24%	-2%
Cc1nn(CC(=O)N2CCOCC2)c(=O)c2nn(-c3ccccc3)c(C)c12	-10%	-9%	-13%
CCN(c1ccccc1)S(=O)(=O)c1ccc(OC)c(NC(=O)c2cccs2)c1	-7%	27%	11%
Cc1ccc(C(=O)NCCNC(=O)c2ccco2)cc1C	17%	-6%	15%
CCN1CCN(c2oc(-c3ccc(COc4ccc(OC)cc4)o3)nc2C#N)CC1	2%	.	?
O=C(COc1cccc(C(F)(F)F)c1)NNC(=O)Cc1ccc(S(=O)(=O)N2CCOCC2)s1	7%	.	-12%
Cc1cccnc1NC(=O)c1ccc(Cl)c(S(=O)(=O)N2CCCCC2)c1	-1%	-7%	-20%
COc1ccc(S(=O)NC2CCCCC2)c(OC)c1C (stereo unspecified)	-15%	0%	0%
O=C(CN1C(=O)CCC1=O)Nc1ccc(Br)cc1	-7%	1%	?
CCOC(=O)c1c(C)[nH]c(C(=O)N(C)Cc2cccc(OC)c2OC)c1C	8%	-5%	?
COc1ccc(C(=O)NCCN2CCOCC2)c(OC)c1OC	-1%	9%	8%
Cc1nc(-c2ccc(Cl)cc2)sc1C1(C)CC(c2c(Cl)cccc2Cl)=NO1 (stereo unspecified)	-6%	0%	?
CC(C)CCNC(=O)c1cccc(S(=O)(=O)N2CCc3ccccc32)c1	-16%	25%	15µM*
CN1CCN(S(=O)(=O)c2cccc(C(=O)Oc3ccccc3Cl)c2)CC1	-1%	-6%	-6%
CCCn1ncc(CN2CCC(Oc3ccc(C(=O)N4CCCC4)cc3)CC2)c1C	2%	-6%	-17%
CCCCNc1nc(Oc2ccc(OCC(N)=O)nn2)nc(N2CCOCC2)n1	-4%	.	3%
CCNc1nc(NCC)nc(OCCNS(=O)(=O)c2ccccc2)n1	-7%	-7%	?
CCCCN(CCCC)CCCNC(=O)c1ccc2nc(-c3ccccc3NC(C)=O)c(=O)[nH]c2c1	10%	11%	-9%
N#Cc1ccccc1OCC(=O)OCC(=O)NC1CCCCCC1	-4%	.	-18%
O=S(=O)(NCCc1cn2ccccc2n1)c1ccc(F)c(C(F)(F)F)c1	-2%	-12%	-27%
Cc1ccc(C(=O)OCc2nnc(-c3ccccc3)o2)o1	-4%	-6%	-9%
Cc1ccc2[nH]c3c(=O)n(N)c(=O)[nH]c3c2c1	-2%	?	-2%
CCN(CC)Cc1c(O)ccc2c(-c3ccccc3)cc(=O)oc12	1%	-6%	-2%
CC(=O)c1c(C)[nH]c(C(=O)OC(C)C(=O)Nc2ccc(C)c(S(=O)(=O)N3CCOCC3)c2)c1C (stereo unspecified)	-2%	.	23µM*
Cc1ccc(NC(=O)CSc2nnc(-c3ccncc3)s2)cc1	12%	5%	-11%
CN(C)CCCCOc1cccc(Br)c1	1%	3%	-3%
CN(Cc1nc2ccccc2n1C)C(=O)c1cccs1	-9%	1%	-7%
c1ccc(COn2c(-c3ccccc3)nc3c2CCc2nonc2-3)cc1	-16%	-8%	?
O=C(NC1CCN(Cc2nnnn2CCc2ccccc2)CC1)c1ccccc1F	-17%	-10%	-6%
CS(=O)(=O)N(CC(=O)NC1CCCCCC1)Cc1ccc(Cl)cc1	5%	-13%	?
COCCn1c(N)c(C(=O)NCc2cccs2)c2nc3ccccc3nc21	?	?	-21%
CC(=O)Oc1ccc(N2C(=O)C3C4C=CC(O4)C3C2=O)cc1 (stereo unspecified)	-14%	?	?
c1ccc2c(c1)CCCC2NC1=NCCC1 (stereo unspecified)	-6%	4%[2.35 µM]	-11%
Cc1cccc(N(CC(=O)NCCSCc2ccccc2)S(C)(=O)=O)c1C	-3%	1%	9%
CN(CCOc1ccccc1)C(=O)c1cc(COc2c(F)cccc2F)on1	-22%	-1%	-21%
Fc1ccc(-c2cc(-c3ccc(F)cc3)c3c(n2)-c2cc(F)ccc2OC3)cc1	8%	.	?
COc1ccc(C(=O)Nc2cc(C)on2)cc1OC	0%	-15%	18%
CCc1nc(Nc2ccc(N3CCN(C(C)=O)CC3)cc2)c2oc3ccccc3c2n1	-10%	1%	21µM*
O=C(Nc1ccc(CN2CCOCC2)cc1)c1ccc(Cl)cc1Cl	18%	-16%	-26%
O=c1c(Cc2ccc(Cl)cc2)c(O)ccn1Cc1ccccc1	0%	5%	-8%
CC(=O)OCC(=O)[C@@]1(O)CC[C@H]2[C@@H]3C[C@H](C)C4=CC(=O)C=C[C@]4(C)[C@H]3[C@@H](O)C[C@@]21C	11%	-11%	?
COc1ccc(C(=O)NCCSc2c[nH]c3ccccc23)cc1OC	-2%	.	?
Cc1ccccc1-c1noc(-c2ccccc2F)n1	3%	?	-17%
CCOc1ccc(/C=N/NC(=O)c2ccccc2NC(=O)c2ccc(OC)cc2)cc1	-2%	-3%	?
O=C(O)CC(NS(=O)(=O)c1ccc2c(c1)OCCO2)c1ccccc1[N+](=O)[O-] (stereo unspecified)	0%	.	7%
O=C(Nc1ccccc1)C(=O)Nc1ccccn1	-12%	-10%	-5%
CC(=O)c1cccc(NC(=O)N2CCCC2C(=O)Nc2cc(C)ccc2C)c1 (stereo unspecified)	-12%	1%	2%
CCOc1ccc2[nH]c(=O)c(CN(Cc3cccs3)Cc3nnnn3C(C)(C)C)cc2c1	-2%	-4%[2.35 µM]	21µM*
O=C(NNC(=O)c1ccccc1[N+](=O)[O-])c1csc(N2CCOCC2)n1	1%	5%	-16%
COc1ccc(NC(C)=O)cc1NC(=O)CN1CCN(c2ccc(F)cc2)CC1	2%	.	?
O=C(CSc1c2c(nc3cc(Cl)ccc13)CCCC2)NCCN1CCOCC1	-6%	-22%	?
CCOc1ccccc1NC(=O)CN1C(=O)C(=O)c2ccccc21	-1%	.	5.8µM*
Cc1cc(O)c(/C=N/c2ccccn2)c(=O)o1	14%	-30%	-1%
CCCN(CCC)c1cc(C)nc2nc(-c3ccc(Cl)cc3)nn12	16%	.	-12%

(further entries)
SMILES	FEN1 inhibitor	N370S GC mod	TDP1 cell CPT
Fc1ccc2nc(Nc3nc4c(F)cc(F)cc4s3)sc2c1	1%	-4%	16µM*
Cc1c(CN2CCC(n3nccc3NC(=O)C3CCOC3)CC2)[nH]c2ccccc12 (stereo unspecified)	-4%	-13%	-1%
COc1ccc(N2CC(C(=O)Nc3ccc(S(=O)(=O)Nc4nccs4)cc3)CC2=O)cc1 (stereo unspecified)	-1%	-2%	1%
CCOC(=O)C1CCCN(C(=O)C2CCN(C(=O)Nc3ccccc3)CC2)C1 (stereo unspecified)	7%	-13%	-9%
Cc1cc(NC(=O)CCC(=O)N(CC(C)C)C(C(=O)NC(C)(C)C)c2ccccc2Cl)no1 (stereo unspecified)	-10%	2%	-9%
Cc1cccc(CCNC(=O)CCNS(=O)(=O)c2cc(Br)cnc2N)c1	-8%	-18%	?
c1ccc2c(Nc3ccc4c(c3)OCCO4)c3c(nc2c1)CCCC3	-14%	1%	4.6µM*
CCCN(CCC)C(=O)C1CCCN(S(=O)(=O)c2ccc3c(c2)oc(=O)n3C)C1 (stereo unspecified)	22%&-5%	0%	?
COC(=O)c1ccn(CSc2cc(Cl)ccc2Cl)n1	-13%	.	-22%
CCOc1ccc(S(=O)(=O)Nc2nc3ccccc3nc2-n2ccc(=NC(=O)c3ccccc3C)cc2)cc1	1%	?	4%
CCN(CC)S(=O)(=O)c1csc(C(=O)NCc2ccccc2)c1	-13%	-3%	-33%
COc1ccc(NC(=O)c2cc3ccccc3o2)cn1	-7%	-15%	5%
CN(Cc1nccs1)C(=O)c1ccc(OC2CCN(Cc3ccccn3)CC2)cc1	1%	-1%	-6%
COc1ccc(NC(=S)N2CCN(c3ccc([N+](=O)[O-])cc3)CC2)cc1OC	-2%	2%	10µM*
CC1CN(C(=O)Cn2c(C(F)(F)F)nc3ccccc32)CC(C)O1 (stereo unspecified)	1%	16%	2%
COCC(C)N1C(=O)Cc2c1nc(N)c1c(N)nc(N3CCN(c4ccccc4F)CC3)c(C#N)c21 (stereo unspecified)	-10%	-26%	?
O=C(/C=C/c1cnc2ccccc2n1)NC12CC3CC(CC(C3)C1)C2	-1%	6%	?
Cc1cccc(-n2c(SCC(=O)N3CC(=O)Nc4ccccc43)nc3ccccc3c2=O)c1	-7%	7%	?

Screening data (PubChem)

Not all compounds are listed; the hit share may differ from the screen's.
